# LYP phosphatase: inhibitors of LYP phosphatase, biochemical, fluorescence intensity, uHTS (AID 1779); recombinant LYP phosphatase, fluorescence intensity; higher % means a stronger effect; inhibition, % at 11.5 µM; hits with a dose series show IC50 in µM; 290,000 compounds, 0.054% hits;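 note: plate controls were vehicle with enzyme for no effect and no enzyme for full effect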
# XIAP displacement: XIAP antagonists, biochemical, IAP family, fluorescence polarization (AID 1018) | E3 ubiquitin-protein ligase XIAP (Homo sapiens) | XIAP BIR domain, fluorescence polarization peptide displacement; higher % means a stronger effect | displacement, % at 20 µM; hits with a dose series show IC50 in µM | 200,000 compounds, 0.007% hits; in the data active = displacement above about 50%; note: a part of the inactive calls stands beside numbers as strong as those of hits
# P. falciparum M17LAP: P. falciparum M17LAP inhibitors, primary screen, biochemical, fluorogenic H-Leu-NHMec substrate, 1536-well (AID 1619); Leucine aminopeptidase (Plasmodium falciparum (isolate 3D7)); recombinant M17LAP, H-Leu-NHMec fluorogenic kinetic assay; higher % means a stronger effect; inhibition, % at 30 µM; hits with a dose series show IC50 in µM; 220,000 compounds, 0.38% hits;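 active = compound inhibiting the enzyme by more than half at any dose during confirmatory dose-response retesting; inconclusive = strong single-dose inhibitors picked by rank but not retested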;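 note: plate controls were full reaction with DMSO carrier for no effect and no enzyme background for full effect; strong numbers were not always called active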
# P. falciparum M1AAP: P. falciparum M1AAP inhibitors, biochemical, fluorogenic H-Leu-NHMec substrate, 1536-well (AID 1445); one-dose inhibition, % at 30 µM; IC50 in µM for titrated hits; 220,000 compounds, 0.42% hits; Aminopeptidase N (Plasmodium falciparum (isolate 3D7)); recombinant M1AAP, H-Leu-NHMec fluorogenic kinetic assay; higher % means a stronger effect;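 active = primary inhibition above the hit cutoff, then over 50% inhibition at one or more dose response concentrations, cut at about 23% in these data, passing the limit was not always enough; inconclusive = conflicting primary data, or primary hits not chosen for dose response; inactive = low primary inhibition, or under 50% at every dose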;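 note: plate controls were DMSO full reaction for no effect and no enzyme background for full effect; strong numbers were not always called active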
# Dynein cargo inh: inhibitors of GR-EGFP nuclear translocation, primary screen, dynein cargo transport inhibitor project, imaging, high-content, 3617.4 mouse cells | test concentration mostly 20 µM; stimulated with dexamethasone, 1 µM; stronger effect = lower value | z-score, hits read low | 220,000 compounds, 0.47% hits;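 active = plate z-score of nuclear minus cytoplasmic receptor signal below a set negative limit, without overly bright fluorescence or cell loss, cut at about -3.5 in these data, passing the limit was not always enough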;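 note: z-score of nuclear minus cytoplasmic ring GR-EGFP intensity difference per well; some compounds called inactive have numbers as strong as hits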
#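 medium = tetracycline-free induction medium containing charcoal-stripped FBS | probe or stimulus = dexamethasone, 1.0 µM final | timing = 48 h induction, then 1 h compound, then 30 min agonist, 37 °C | detection = automated 10x imaging of fixed Hoechst-stained cells | read-out basis = nuclear versus cytoplasmic GR-EGFP signal, averaged per well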
# human PMI inhibitors: human PMI inhibitors, high substrate, primary screen, biochemical, fluorescence intensity, high mannose 6-phosphate (AID 1220). Mannose-6-phosphate isomerase (Homo sapiens). recombinant PMI enzyme, coupled fluorescence intensity; higher % means a stronger effect. inhibition, % at 20 µM, or IC50 in µM where a hit was titrated. 190,000 compounds, 0.66% hits
# PMI inhibitors: inhibitors of human PMI, primary screen, biochemical, fluorescence intensity, coupled assay (AID 1209). inhibition, % at 20 µM; hits with a dose series show IC50 in µM. purified PMI enzyme, coupled fluorescence intensity; higher % means a stronger effect. 190,000 compounds, 0.42% hits;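 note: plate controls were DMSO vehicle for no effect and wells lacking substrate for full effect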
# Siah-1 displacement: Siah-1 peptide-binding antagonists, primary screen, biochemical, fluorescence polarization, rhodamine-plectin, uHTS (AID 1817); E3 ubiquitin-protein ligase SIAH1 (Homo sapiens); Siah-1 / rhodamine-plectin peptide fluorescence polarization; higher % means a stronger effect; displacement, % at 20 µM; hits with a dose series show IC50 in µM; 290,000 compounds, 0.02% hits;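 active = displacement of at least 50% at 20 µM, with a fluorescence ratio check between 0.3 and a set limit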;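 note: plate controls were Siah plus tracer with DMSO for no effect and tracer alone without Siah for full effect; strong numbers were not always called active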
# AID2073: inhibitors of Mint1-CaV2.2 protein interaction, biochemical, HTRF (AID 2073). Voltage-dependent N-type calcium channel subunit alpha-1B (Homo sapiens). HTRF protein-protein interaction, Mint1-CaV2.2; higher % means a stronger effect. inhibition, % at 20 µM; hits with a dose series show IC50 in µM. 290,000 compounds, 0.19% hits; in the data active = inhibition mostly above about 51%, no sharp cut-off; inconclusive = no clear call, values can overlap the other calls; inactive = mostly below about 53%; note: some results filed as inactive read as strong as hits
# Dynein cargo inh cytoplasmic EGFP: further read-out of Dynein cargo inh, marked with its call; z-score; measured here: cytoplasmic GR-EGFP intensity; stronger effect = higher value
# Dynein cargo inh nuclear GR-EGFP: also measured in Dynein cargo inh; calls as there; z-score; measured here: nuclear GR-EGFP intensity;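 lower value marks the stronger effect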
# Dynein cargo inh cell count: second read-out of Dynein cargo inh, no call of its own (marks repeat the call); z-score; measured here: cell count per field
# Numbers without * were called inactive; ? = inconclusive; nt = not tested or not shown. Cut-off read from the data, not from the text of the source, unless noted: active = inhibition above about 50%; inactive = the rest.
SMILES,LYP phosphatase,XIAP displacement,P. falciparum M17LAP,P. falciparum M1AAP,Dynein cargo inh,Dynein cargo inh cytoplasmic EGFP,Dynein cargo inh nuclear GR-EGFP,Dynein cargo inh cell count,human PMI inhibitors,PMI inhibitors,Siah-1 displacement,AID2073
O=C(COC(=O)c1cc(Br)ccc1O)Nc1cc(S(=O)(=O)N2CCCC2)ccc1Cl,5%,-3.4%,4%,3%,0.089,-0.24,-0.054,0.56,-5%,-17%,6%,29%
Cc1c(C(=O)Nc2ccc(-c3nnc4n3CCCCC4)cc2)oc2ccc(Br)cc12,-1%,-3.8%,-8%,3%,-0.91,-0.24,-0.72,0.64,-21%,-26%,-6%,7%
Cc1ccc(C(=O)NCCCNc2ccc(C(F)(F)F)cc2[N+](=O)[O-])cc1,-6%,-2.9%,2%,2%,-0.57,-0.25,-0.41,0.62,-1%,2%,2%,9%
CC1Cc2ccccc2N1S(=O)(=O)c1c(N)n(C)c(=O)n(C)c1=O (stereo unspecified),-4%,-4.8%,20%,4%,-0.92,-0.31,-0.58,1.2,4%,-1%,-1%,1%
CC(C)(C)n1ncc2c(=O)n(CC(=O)NCc3ccccc3Cl)cnc21,0%,0.4%,3%,5%,0.45,-0.22,0.036,0.043,-9%,-7%,2%,4%
Nc1nc(CN2CCN(Cc3ccccc3)CC2)nc(N2CCCc3ccccc32)n1,-4%,-3.8%,5%,2%,0.72,-0.35,1.1,0.26,1%,-9%,-5%,-9%
COc1ccccc1CN1C(=O)C(=O)N(Cc2cccc(C)c2)C1=O,2%,-9.2%,1%,29%,1.1,-0.2,0.54,-0.53,14%,10%,-7%,-9%
Clc1ccccc1CSc1nnc(Cn2cnc3ccccc32)n1-c1ccccc1,-6%,-4.0%,7%,0%,0.22,0.1,-0.013,0.52,-1%,3%,6%,-7%
CCOC(=O)c1ccc(NC(=O)CSc2nnc(NC(=O)c3ccc(S(=O)(=O)N4CCOCC4)cc3)s2)cc1,-2%,-7.6%,-6%,1%,1.9,-0.22,0.64,-1.6,-27%,-19%,2%,5%
COc1ccc(N(CC(=O)Nc2cc(C)on2)S(=O)(=O)c2ccc(Cl)cc2)cc1,0%,-2.6%,-6%,2%,-0.28,0.06,-0.039,-0.024,10%,8%,3%,3%
CC1(C)CC(=O)c2sc(N3CCCCC3)nc2C1,-5%,0.4%,30%,7%,0.15,-0.23,-0.14,0.004,-1%,-12%,3%,2%
Cc1cc(=O)[nH]c(SCC(=O)Nc2ccccc2C#N)c1C#N,-5%,-3.9%,14µM*,6%,-0.29,-0.27,-0.13,0.46,-51%,-20%,-3%,68%
CC1CC(C)CN(C(=O)CCc2ccccc2)C1 (stereo unspecified),-5%,-3.3%,-5%,1%,-0.62,-0.25,-0.29,0.47,2%,1%,-6%,-6%
CC(=O)Oc1ccc(C2OC(=O)c3ccccc3N2C(C)=O)cc1 (stereo unspecified),-8%,-3.9%,1%,5%,-0.27,-0.13,0.066,-0.11,-6%,1%,5%,22%
Cc1nnsc1-c1nnc(SCC(=O)c2ccccc2)n1C1CC1,-7%,nt,1%,0%,0.12,-0.27,-0.041,0.32,nt,nt,0%,-6%
O=C(NC1CCCC1)C(c1ccsc1)N(C(=O)Cc1cccs1)c1cccc(F)c1 (stereo unspecified),-3%,-3.3%,1%,-2%,-0.39,-0.13,-0.32,0.23,-2%,-3%,1%,-4%
O=C(NCCc1ccc(Cl)cc1)c1cc2ccccn2n1,-3%,nt,21%,12%,0.68,-0.13,1.4,-1.1,nt,nt,1%,9%
COc1cc(SC)ccc1C(=O)Nc1ncc(Cl)cc1Cl,0%,-5.0%,3%,-2%,3.6,-0.057,1.7,-1.9,-4%,0%,22%,8%
COc1cccc(OC)c1OCC(C)CNCC1CCCO1 (stereo unspecified),-2%,-2.0%,18%,0%,0.83,-0.044,1.1,-0.44,-11%,2%,2%,-9%
CCOC(=O)c1[nH]c2ccc(C)cc2c1NC(=O)CN1CCCCC1,2%,-1.2%,2%,-7%,-1.6,-0.22,-0.46,0.15,-2%,-2%,4%,5%
CCCCn1c(SCC(=O)NCc2ccco2)nc2c(sc3ccccc32)c1=O,-8%,-5.8%,13%,6%,-1.3,-0.24,-0.47,1.4,-7%,-3%,-2%,11%
C=CCNC(=S)NNC(=O)c1cc(C)nc2ccccc12,0%,-2.7%,5%,-13%,1,-0.29,0.42,-0.79,9%,1%,0%,-18%
CCCCCc1cc(=O)oc2c(C(CCN(CC)CC)c3ccc(OC)cc3)c(OC)cc(OC)c12 (stereo unspecified),-10%,nt,-9%,-7%,-2.9,0.17,-1.3,-4.2,nt,nt,0%,-3%
Cc1cc(=O)oc2cc(OCC(=O)OCC(=O)NCCc3ccccc3)ccc12,-2%,-3.1%,11%,6%,-0.56,-0.16,-0.27,0.081,-15%,-18%,15%,0%
Cc1nc2ccc(C(=O)c3ccccc3)cc2[nH]1,0%,-4.1%,4%,4%,1.3,-0.28,1.3,-0.86,9%,16%,2%,-2%
Cn1[nH]c(C(F)(F)F)cc1=O,1%,-2.9%,-6%,-2%,0.66,-0.38,0.42,0.6,-12%,-16%,4%,9%
O=C(CC1NCCNC1=O)Nc1ccc2c(c1)OCCO2 (stereo unspecified),-12%,-2.9%,-3%,10%,-1.1,-0.013,-0.68,0.32,-6%,1%,5%,-1%
Cc1[nH]c2ccccc2c1C(=O)/C=C\c1ccccc1Cl,-2%,-0.6%,5%,0%,0.94,-0.25,0.43,-0.2,19%,24%,8%,-9%
COc1ccc(Nc2oc(-c3ccccc3F)nc2C#N)cc1,-10%,nt,-3%,10%,0.49,-0.25,0.23,-0.015,nt,nt,2%,19%
Cn1c(SCC(=O)N2CCc3ccccc32)nc2cccnc21,2%,-2.7%,-3%,-2%,-0.56,-0.22,-0.07,1.3,10%,7%,7%,2%

# Quoted at random: 2 compounds from above, in no set order.
SMILES,LYP phosphatase,XIAP displacement,P. falciparum M17LAP,P. falciparum M1AAP,Dynein cargo inh,Dynein cargo inh cytoplasmic EGFP,Dynein cargo inh nuclear GR-EGFP,Dynein cargo inh cell count,human PMI inhibitors,PMI inhibitors,Siah-1 displacement,AID2073
COc1ccc(Nc2oc(-c3ccccc3F)nc2C#N)cc1,-10%,nt,-3%,10%,0.49,-0.25,0.23,-0.015,nt,nt,2%,19%
Cc1cc(=O)oc2cc(OCC(=O)OCC(=O)NCCc3ccccc3)ccc12,-2%,-3.1%,11%,6%,-0.56,-0.16,-0.27,0.081,-15%,-18%,15%,0%

# Following part
SMILES,LYP phosphatase,XIAP displacement,P. falciparum M17LAP,P. falciparum M1AAP,Dynein cargo inh,Dynein cargo inh cytoplasmic EGFP,Dynein cargo inh nuclear GR-EGFP,Dynein cargo inh cell count,human PMI inhibitors,PMI inhibitors,Siah-1 displacement,AID2073
CCCOc1cc(C)c(Cl)cc1S(=O)(=O)N(CC)CC,-4%,-2.5%,2%,8%,1.2,-0.25,1.3,-0.57,-2%,2%,6%,10%
CNC(=O)c1ccc(-c2ccccc2)s1,-5%,-1.0%,-11%,2%,-0.27,-0.28,-0.29,0.52,1%,2%,0%,4%
O=C(N/N=C/c1cccnc1)c1ccccc1OCc1cccc(Br)c1,2%,-8.0%,47%,3%,0.32,-0.027,0.29,-0.13,-2%,0%,17%,18%
CC(C)Oc1ccccc1/C=N/NC(=O)c1ccc(F)cc1,0%,-1.6%,22%,12%,2,-0.15,0.94,-1.7,15%,15%,16%,1%
COc1ccc(OC)c(-c2nc(C(N)=O)c3[nH]c(=O)n(-c4ccc(F)cc4)c3n2)c1,-5%,-7.0%,1%,3%,-0.61,-0.22,-0.19,-0.13,12%,4%,2%,?
CC1CCCN(c2nc(N(C)c3ccccc3)nc(N)c2[N+](=O)[O-])C1 (stereo unspecified),3%,nt,-1%,6%,-0.099,-0.11,-0.086,0.39,nt,nt,2%,4%
C/C(=N\NC(=S)NC1CCCCC1)c1ccc(Cl)c(Cl)c1,4%,nt,6%,6%,1.3,0.092,1.7,-1.3,nt,nt,2%,7%
C=CCN1C(=O)C(CC(=O)O)SC1=Nc1c(C)n(C)n(-c2ccccc2)c1=O (stereo unspecified),-10%,-6.4%,8%,0%,-0.057,-0.26,0.4,0.77,4%,9%,-2%,-5%
CCOC(=O)Cc1csc(NC(=O)C(NC(=O)C2CCCCC2)C(C)C)n1 (stereo unspecified),-2%,-4.4%,20%,-6%,-0.14,-0.28,0.088,-0.074,-1%,-3%,-5%,-5%
O=C(Cc1ccccc1[N+](=O)[O-])Nc1nccs1,-4%,nt,-10%,6%,0.3,-0.25,0.76,-0.57,nt,nt,-1%,1%
O=S(=O)(NCCn1cccc1)c1ccc2ccccc2c1,0%,-5.2%,-10%,1%,-0.47,-0.23,-0.63,0.67,16%,8%,4%,-9%
NC(=O)N/N=C/c1ccc(N2CCOCC2)s1,-2%,-5.0%,46%,9%,-0.43,-0.3,-0.46,0.38,10%,12%,-3%,-8%
COc1ccc(NC(=O)CC2C(=O)N(C)C(=S)N2CCc2ccccc2)cc1 (stereo unspecified),2%,-3.6%,-6%,1%,-0.33,-0.3,-0.55,0.59,5%,5%,-1%,-2%
Cc1ccc(NC(=O)C(OC(=O)c2ccc(NC(N)=O)cc2)c2ccccc2)cc1Cl (stereo unspecified),4%,-6.1%,7%,0%,-0.76,-0.22,-0.59,0.34,4%,18%,16%,14%
COCCN(Cc1cc2cc3c(cc2nc1Cl)OCO3)C(=O)Nc1ccc(F)cc1,2%,-8.5%,11%,8%,0.12,-0.28,0.29,0.051,5%,9%,3%,-2%
CS(=O)(=O)Nc1ccc(C(=O)Nc2ccc(S(=O)(=O)N3CCCC3)cc2)cc1,8%,-5.6%,-1%,4%,-1.5,-0.3,-0.21,1.4,-5%,-14%,2%,22%
Cc1cn2c(-c3ccc(Cl)cc3)nnc2s1,-3%,-1.2%,-5%,-3%,0.49,-0.055,0.65,-0.84,12%,12%,1%,4%
CCOc1cc(NC(=S)Nc2cccc(OC)c2)c(OCC)cc1NC(=O)C1CC1,-2%,-6.3%,7%,3%,-0.054,-0.16,-0.56,0.6,57%*,43%,-2%,-24%

# High-throughput results (PubChem BioAssay)
